High-throughput results deposited in PubChem by National Center for Advancing Translational Sciences (NCATS).
HTT ATP protect – qHTS Multiplex Assay to Identify Dual Action Probes in a Cell Model of Huntington: Cytoprotection (ATP); Potency, µM (top dose mostly 56.4 µM), for the others: cytoprotection (ATP increase), most hits filed as activators; 0.14% of 230,000 active; AID 1471, 2008; PC12 HTT-Q103 induced, cytoprotection, ATP luminescence, 40 h;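 also: % of control where 0% means no effect; nearly all actives have a fitted effect of over 45% in size; toxic huntingtin expression switched on by the ecdysone agonist tebufenozide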
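PC12 cells stably carrying ecdysone-inducible Htt exon 1 (Q103)–GFP were induced with 100 nM tebufenozide (final) alongside library compounds in a dose series. Cytoprotection was scored as retained ATP by ATPlite luminescence.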
Tau fibril FP – qHTS for Inhibitors of Tau Fibril Formation, Fluorescence Polarization. K18 P301L tau heparin fibrillization, Alexa594 FP, 6 h. Potency, µM (highest dose often 57.7 µM), for inactives: at the highest dose activity, negative = inhibition, actives largely listed as inhibitors. 0.39% of 280,000 active; also: % is scaled to controls: 0 for no effect and ±100 for the full control effect; nearly all actives have a fitted effect of over 55% in size
Target sequence (P10636 561-689 P618L limits assumed): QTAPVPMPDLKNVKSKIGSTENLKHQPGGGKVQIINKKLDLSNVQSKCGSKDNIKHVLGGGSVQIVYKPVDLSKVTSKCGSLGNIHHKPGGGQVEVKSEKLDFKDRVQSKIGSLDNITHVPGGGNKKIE
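Quantitative HTS format: compounds meet 15 uM recombinant K18 P301L tau and Alexa 594-tau tracer in 100 mM sodium acetate pH 7; 20 uM heparin triggers fibrillization at 37 C over 6 hr; FP gives the signal.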
ALDH1A1 block – qHTS Assay for Inhibitors of Aldehyde Dehydrogenase 1 (ALDH1A1) | Aldehyde dehydrogenase 1A1 (Homo sapiens), P00352 | Purified ALDH1A1, NADH fluorescence, propionaldehyde substrate | Potency, µM (doses to about 75.3 µM), without a hit: at the highest dose activity, negative = inhibition, actives largely listed as inhibitors | 7.3% of 220,000 active; active = well fitted inhibition curve with a large enough effect, not every such curve was filed as active; inconclusive = small, poorly fitted or top-dose-only effect, or another doubt; inactive = no such curve, though single readings can be large or run the other way;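 also: plate controls were no enzyme wells and a reference inhibitor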
Target sequence (P00352 whole entry, looked up): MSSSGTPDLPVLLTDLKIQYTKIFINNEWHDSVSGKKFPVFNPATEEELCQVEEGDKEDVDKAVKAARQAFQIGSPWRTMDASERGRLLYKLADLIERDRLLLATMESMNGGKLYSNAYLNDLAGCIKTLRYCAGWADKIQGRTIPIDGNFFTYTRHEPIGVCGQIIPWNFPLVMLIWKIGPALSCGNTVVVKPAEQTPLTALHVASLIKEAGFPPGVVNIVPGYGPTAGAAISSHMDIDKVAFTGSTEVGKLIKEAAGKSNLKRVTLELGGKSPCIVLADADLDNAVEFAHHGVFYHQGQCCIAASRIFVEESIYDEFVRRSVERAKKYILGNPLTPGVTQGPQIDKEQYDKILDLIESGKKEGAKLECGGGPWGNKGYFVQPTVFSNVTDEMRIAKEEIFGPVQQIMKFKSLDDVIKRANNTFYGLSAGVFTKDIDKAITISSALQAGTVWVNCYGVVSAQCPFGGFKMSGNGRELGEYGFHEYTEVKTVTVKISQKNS
HTT aggregate – qHTS Multiplex Assay to Identify Dual Action Probes in a Cell Model of Huntington: Aggregate Formation (GFP); 1.1% of 220,000 active; Potency, µM (highest dose often 46.1 µM), without a hit: at the top dose activity change, negative = inhibition, most hits filed as inhibitors; AID 1688, 2009; PC12 HttQ103-GFP aggregates, Acumen cytometry, 40 h; also: % is scaled to controls: 0 for no effect and ±100 for the full control effect; nearly all actives have a fitted effect of over 60% in size
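Steps: seed 1500 PC12 HTTQ103-GFP cells/well; add tebufenozide, 100 nM final; add compound titration; add ATPLite reagent; quantify GFP aggregates by laser scanning cytometry.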
KDM4E inh – qHTS Assay for Inhibitors of Human Jumonji Domain Containing 2E (JMJD2E). 1.6% of 230,000 active. JMJD2E catalytic domain, FDH-coupled NADH fluorescence (FDH is formaldehyde dehydrogenase). Potency, µM (series often up to 57.1 µM), without a hit: at the highest dose activity change, negative = inhibition, hits mostly inhibitors; active = well fitted inhibition curve with a large enough effect, not every such curve was filed as active; inconclusive = small, poorly fitted or top-dose-only effect, or another doubt; inactive = no such curve, though single readings can be large or run the other way;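 also: 0% = wells with enzyme and -100% = buffer wells without enzyme; nearly all actives have a fitted effect of over 50% in size; many of its hits are not listed in these tables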
Target sequence (B2RXH2 1-337 limits assumed): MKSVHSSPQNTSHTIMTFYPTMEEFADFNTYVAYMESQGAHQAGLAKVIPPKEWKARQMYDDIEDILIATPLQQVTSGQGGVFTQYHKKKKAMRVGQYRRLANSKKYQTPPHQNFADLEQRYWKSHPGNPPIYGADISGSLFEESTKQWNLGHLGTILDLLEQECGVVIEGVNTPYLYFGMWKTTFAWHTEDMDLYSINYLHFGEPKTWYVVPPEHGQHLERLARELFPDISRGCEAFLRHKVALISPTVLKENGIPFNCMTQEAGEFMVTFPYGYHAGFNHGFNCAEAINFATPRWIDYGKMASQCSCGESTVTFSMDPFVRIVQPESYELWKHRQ
SMN2 splice up – qHTS Assay for Enhancers of SMN2 Splice Variant Expression; HEK293 SMN2-luciferase splicing reporter, luminescence, 30-36 h; 2.8% of 210,000 active; AID 1458, 2008; Potency, µM (top dose mostly 46.1 µM), inactives show at the highest dose activity change, positive = activation, usual class: activators; also: % of control where 0% means no effect; nearly all actives have a fitted effect of over 55% in size
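qHTS luciferase splicing reporter: luminescence rises when SMN2 exon 7 is included in transfected HEK293 cells. Compound exposure lasted 30-36 h at 37C, with 4.5 mM final sodium butyrate as control, followed by a ONE-Glo read.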
Tau fluor counter – Counterscreen qHTS for Inhibitors of Tau Fibril Formation, Fluorescence Polarization; tau K18 P301L Alexa594 fluorescence, heparin fibrillization; Potency, µM (titrated, usually from 57.7 µM), inactives show at the highest dose activity change, negative = decrease; 0.93% of 280,000 active; AID 1463, 2008; also: % is scaled to controls: 0 for no effect and ±100 for the full control effect; nearly all actives have a fitted effect of over 55% in size
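Human K18 P301L tau (15 uM unlabeled plus 0.24 uM Alexa 594-labeled, final) in 100 mM sodium acetate pH 7 was mixed with compound and 20 uM heparin and incubated 6 hr at 37 C.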
Tau ThT inhib – qHTS for Inhibitors of Tau Fibril Formation, Thioflavin T Binding | Microtubule-associated protein tau (Homo sapiens), P10636 | AID 1460, 2008 | 2.1% of 270,000 active | Potency, µM (doses to about 57.4 µM), inactives show at the highest dose activity, negative = inhibition, most hits filed as inhibitors | recombinant tau K18 P301L (four-repeat tau fragment), heparin-induced fibrillization, ThT fluorescence; also: % is scaled to controls: 0 for no effect and ±100 for the full control effect; nearly all actives have a fitted effect of over 55% in size
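Heparin-induced (20 uM) aggregation of recombinant human K18 P301L tau, 15 uM unlabeled with 0.24 uM labeled, pH 7 acetate buffer, 6 hr at 37 C with compound. Fibrils quantified by 30 uM ThT fluorescence after 1 hr ambient incubation.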
* hit, by the source's call; [ ] = dose if it differs, or a comment. Unless noted, calls follow the shape of the dose curve; as a rule, active = well fitted curve in the direction sought with a large enough effect; inconclusive = small, poorly fitted or top-dose-only effect, or another doubt; inactive = no such curve, though single readings can be large; an effect the other way counts as inactive or inconclusive. Potency is read from the fitted curve at half-maximal effect. These rows are one share of the data (hit frequency here may not be typical).

Screening C=C1CSc2nc(=O)c3c(C)c(C)sc3n21 returned HTT ATP protect -5.7%, Tau fibril FP 3.8%, ALDH1A1 block 5.8%, HTT aggregate inconclusive, KDM4E inh -5.3%, SMN2 splice up 22.4%, Tau fluor counter 2.8% and Tau ThT inhib -3.2%.
Screening Cc1cc(C)cc(NC(=O)C2CC(=O)n3ncnc3N2)c1 (stereo unspecified) returned HTT ATP protect 20.5%[10 µM], Tau fibril FP 4.7%, ALDH1A1 block 7.0%, HTT aggregate 16.0%[9.22 µM], KDM4E inh 0.9%, Tau fluor counter -4.7% and Tau ThT inhib -6.9%.
For COC(=O)C(Cc1ccc(O)cc1)NC(=O)C(C)Oc1ccccc1 (stereo unspecified) the results were HTT ATP protect 10.2%, Tau fibril FP 0.8%, ALDH1A1 block 9.8%, HTT aggregate -8.1%, KDM4E inh -0.1%, SMN2 splice up 22.2%, Tau fluor counter 1.3% and Tau ThT inhib -3.3%.
Cc1ccc2c(c1)C(=O)OC(C(=O)Nc1ncc(Cc3ccc(Cl)cc3)s1)C2 (stereo unspecified) was read as Tau fibril FP -0.8%, SMN2 splice up 7.0%, Tau fluor counter 0.5% and Tau ThT inhib -2.8%.
O=C(Cn1ncc2c(=O)oc3ccccc3c21)NCc1ccc(Cl)cc1 was read as Tau fibril FP 0.6%, SMN2 splice up 0.1%, Tau fluor counter 5.5% and Tau ThT inhib 11.4%.
For CC1=NN(c2ccccc2)C(=O)/C1=C\c1cc(C)n(-c2ccccc2)c1C the results were HTT ATP protect -9.2%[10 µM], Tau fibril FP -4.1%, ALDH1A1 block inconclusive, HTT aggregate -5.1%, KDM4E inh 3.3%, SMN2 splice up -23.9%, Tau fluor counter -26.4% and Tau ThT inhib 7.94µM*.
Screening CC(Oc1ccc(Cl)cc1Cl)c1ccn[nH]1 (stereo unspecified) returned HTT ATP protect -26.6%[1.9 µM], Tau fibril FP -4.6%, ALDH1A1 block 1.8%, HTT aggregate -13.8%[9.22 µM], KDM4E inh 0.1%, SMN2 splice up -6.6%, Tau fluor counter -12.9% and Tau ThT inhib 3.5%.
Cc1oc2ccc(O)c(CN3CCCC3)c2c1C(=O)Nc1cccc(Cl)c1C was read as Tau fibril FP 0.3%, SMN2 splice up 7.0%, Tau fluor counter -12.2% and Tau ThT inhib -6.9%.
Cc1cc(Cl)ccc1OC(C)C(=O)N1CCCN(C(=O)C(C)Oc2ccc(Cl)cc2C)CC1 (stereo unspecified) was read as HTT ATP protect -7.9%, Tau fibril FP 5.3%, ALDH1A1 block 3.0%, HTT aggregate inconclusive, KDM4E inh 2.8%, SMN2 splice up -63.2%[inhibitor], Tau fluor counter -8.3% and Tau ThT inhib inconclusive.
For CC(C)OC(=O)c1c(NC(=O)C2c3ccccc3Oc3ccccc32)sc2c1CCCC2 the results were Tau fibril FP -10.2%, SMN2 splice up -7.0%, Tau fluor counter -17.2% and Tau ThT inhib -7.8%.
`Cc1ccc(Oc2cc(C#N)c(C#N)cc2-n2nnc3ccccc32)cc1C` gave HTT ATP protect 11.7%, Tau fibril FP -12.2%, ALDH1A1 block 14.8%, HTT aggregate 5.3%, KDM4E inh 5.3%, SMN2 splice up 2.2%, Tau fluor counter -4.2% and Tau ThT inhib -5.3%.
For COc1ccc(-c2cc(C(F)(F)F)nc(SCCC(=O)N3CCN4CCCC4C3)n2)cc1 (stereo unspecified) the results were HTT ATP protect -13.2%[0.074 µM], Tau fibril FP 7.8%, ALDH1A1 block inconclusive, HTT aggregate 31.0%, KDM4E inh inconclusive, SMN2 splice up -21.2%, Tau fluor counter -19.1% and Tau ThT inhib -21.2%.

Continued (two carried over from the part before).
`Cc1ccc(Oc2cc(C#N)c(C#N)cc2-n2nnc3ccccc32)cc1C` gave HTT ATP protect 11.7%, Tau fibril FP -12.2%, ALDH1A1 block 14.8%, HTT aggregate 5.3%, KDM4E inh 5.3%, SMN2 splice up 2.2%, Tau fluor counter -4.2% and Tau ThT inhib -5.3%.
For COc1ccc(-c2cc(C(F)(F)F)nc(SCCC(=O)N3CCN4CCCC4C3)n2)cc1 (stereo unspecified) the results were HTT ATP protect -13.2%[0.074 µM], Tau fibril FP 7.8%, ALDH1A1 block inconclusive, HTT aggregate 31.0%, KDM4E inh inconclusive, SMN2 splice up -21.2%, Tau fluor counter -19.1% and Tau ThT inhib -21.2%.
For CCCOC(=O)/C=C/c1c(C)[nH]c(=O)[nH]c1=O the results were HTT ATP protect -12.6%[10 µM], Tau fibril FP -0.8%, ALDH1A1 block -3.6%, HTT aggregate 13.7%, KDM4E inh 0.8%, SMN2 splice up -5.0%, Tau fluor counter -10.8% and Tau ThT inhib -12.0%.
For O=C(OC1CCCCC1=O)c1ccc(S(=O)(=O)Nc2ccccc2)cc1 (stereo unspecified) the results were HTT ATP protect -16.8%, Tau fibril FP -0.6%, ALDH1A1 block inconclusive, HTT aggregate -0.1%, KDM4E inh inconclusive, SMN2 splice up -29.9%, Tau fluor counter -11.7% and Tau ThT inhib -3.6%.
C/C=C/C1Oc2ccc(OC)cc2N2C(=O)C(C)C(OCOC)C12 (stereo unspecified) was read as HTT ATP protect -7.5%[10 µM], Tau fibril FP 0.7%[11.6 µM], ALDH1A1 block 9.6%[13.5 µM], Tau fluor counter -2.6%[11.6 µM] and Tau ThT inhib 0.2%[11.5 µM].
O=C(O)CNC(=S)N(Cc1ccco1)Cc1ccccc1Cl was read as HTT ATP protect 4.3%[10 µM], Tau fibril FP -1.1%, ALDH1A1 block inconclusive, HTT aggregate 3.6%, KDM4E inh 3.8%, SMN2 splice up 1.8%, Tau fluor counter -2.4% and Tau ThT inhib -7.8%.
For CC(C)[C@H](NC(=O)c1ccccc1)C(=O)N1CCc2ccccc21 the results were HTT ATP protect 18.3%[10 µM], Tau fibril FP inconclusive, ALDH1A1 block 22.3%, HTT aggregate inconclusive, KDM4E inh -1.4%, SMN2 splice up 9.0%, Tau fluor counter -3.1% and Tau ThT inhib -4.0%.
For COc1ccc(C2Nc3ccccc3C(=O)N2Cc2ccccc2)cc1CSc1ccccn1 (stereo unspecified) the results were HTT ATP protect 11.3%, Tau fibril FP -5.3%, ALDH1A1 block inconclusive, HTT aggregate -32.7%, KDM4E inh 1.6%, Tau fluor counter -22.4% and Tau ThT inhib -18.9%.
For Cc1nnc(SCC(=O)Nc2cccc(S(=O)(=O)N(C)c3ccccc3)c2)s1 the results were HTT ATP protect 21.2%[10 µM], Tau fibril FP 6.9%, ALDH1A1 block -2.1%, HTT aggregate -7.9%, KDM4E inh 3.1%, SMN2 splice up -45.7%[inhibitor], Tau fluor counter 0.6% and Tau ThT inhib 5.2%.
COc1ccc(OC)c(C=Nc2ccccc2-c2nc3ccccc3[nH]2)c1 was read as HTT ATP protect 0.8%[10 µM], Tau fibril FP 11.2%, ALDH1A1 block inconclusive, HTT aggregate -5.6%, KDM4E inh inconclusive, SMN2 splice up 12.6µM*, Tau fluor counter inconclusive and Tau ThT inhib inconclusive.
O=C(O)c1cc(-c2ccc(Cl)s2)[nH]n1 was read as HTT ATP protect -18.0%[10 µM], Tau fibril FP 4.4%, HTT aggregate 4.4%[9.22 µM], KDM4E inh 1.3% and Tau fluor counter -2.9%.
CCN(CC)c1nc(Nc2ccccc2)nc(Oc2ccc(C(=O)OC)cc2)n1 was read as HTT ATP protect -34.3%, Tau fibril FP -4.2%, ALDH1A1 block 3.5%, HTT aggregate -4.8%, KDM4E inh 3.8%, SMN2 splice up -34.6%[inhibitor], Tau fluor counter -24.3% and Tau ThT inhib -16.9%.
For Cn1cnnc1SCC(=O)Nc1ccccc1 the results were HTT ATP protect 25.9%[10 µM], Tau fibril FP -0.3%, ALDH1A1 block 10.3%, HTT aggregate -7.6%, KDM4E inh 6.9%, SMN2 splice up 12.8%, Tau fluor counter -2.5% and Tau ThT inhib -4.8%.
CC(C)(C)C(=O)Nc1cccc2[nH]ncc12 was read as HTT ATP protect 1.3%[10 µM], Tau fibril FP 10.3%, ALDH1A1 block 5.1%, HTT aggregate -15.7%, KDM4E inh 4.3%, SMN2 splice up -7.6%, Tau fluor counter 6.3% and Tau ThT inhib -0.4%.
COC(=O)c1cc(C(=O)OC)cc(-n2c(C)cc(C(=O)CC#N)c2C)c1 was read as HTT ATP protect -8.1%, Tau fibril FP 5.1%, ALDH1A1 block inconclusive, HTT aggregate 25.5%, KDM4E inh inconclusive, SMN2 splice up -5.2%, Tau fluor counter 2.9% and Tau ThT inhib -3.8%.
`COC(CNC(=O)c1ccc(Cn2c(=S)[nH]c3cc4c(cc3c2=O)OCO4)cc1)OC` gave HTT ATP protect -1.3%, Tau fibril FP -4.6%, ALDH1A1 block -3.8%, HTT aggregate -22.6%, KDM4E inh 3.4%, Tau fluor counter -11.1% and Tau ThT inhib -1.1%.
For C(=N\n1cnnc1)/c1cccs1 the results were HTT ATP protect -0.2%, Tau fibril FP -4.6%, ALDH1A1 block 13.7%, HTT aggregate 16.0%, KDM4E inh -10.8%, SMN2 splice up inconclusive, Tau fluor counter -11.7% and Tau ThT inhib -10.1%.
Screening Cc1ccc(NNC(=O)c2snnc2C)cc1Cl returned HTT ATP protect 21.4%[10 µM], Tau fibril FP 2.8%, HTT aggregate -4.8%[9.22 µM], KDM4E inh inconclusive and Tau fluor counter -2.0%.
`CN(Cc1ccc(F)cc1)C(=O)c1ccc2c(c1)NC(=O)CS2` gave HTT ATP protect -34.9%, Tau fibril FP -1.5%, ALDH1A1 block inconclusive, HTT aggregate inconclusive, KDM4E inh -0.2%, SMN2 splice up 4.6%, Tau fluor counter 5.3% and Tau ThT inhib 6.7%.
COc1ccc(-c2cc(N3C(=O)Nc4ccccc4N3O)n[nH]2)cc1 was read as HTT ATP protect -11.7%[10 µM], Tau fibril FP 16.7%, ALDH1A1 block -11.8%, HTT aggregate 10.1%, KDM4E inh 3.3%, SMN2 splice up inconclusive, Tau fluor counter -17.6% and Tau ThT inhib inconclusive.
